# Screens (PubChem BioAssay)
# PAFAH1B2 FP inh = PAFAH1B2 enzyme inhibitors, primary screen, biochemical, fluorescence polarization, human; Platelet-activating factor acetylhydrolase IB subunit alpha2 (Homo sapiens), P68402; recombinant PAFAH1B2, FP-rhodamine activity probe; inhibition, % at 3.39 µM; 340,000 compounds, 1.2% hits; AID 492953, 2010;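 active means inhibition above the mean of all tested compounds plus 3 SD, cut at about 24% in these data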;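 further: 0% = enzyme with DMSO and 100% = wells lacking PAFAH1B2; many of its hits are not listed in these tables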
# MEX-5 binding = MEX-5 zinc finger RNA-binding disruptors – biochemical, C. elegans, fluorescence polarization, MLPCN library, primary screen; AID 1832, 2009; Zinc finger protein mex-5 (Caenorhabditis elegans), Q9XUB2; activity score (negative = inhibition of binding), % at 10 µM; MEX-5/FITC-TCR2 RNA binding; stronger effect = lower value; 300,000 compounds, 0.38% hits;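 active means inhibition past about -25% in most replicates, and total fluorescence under double the plate's negative control median, limit read from the data; inconclusive means replicates evenly split on the limit, or fluorescence at least double controls; inactive means too little inhibition in most replicates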;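 further: 0% = DMSO and -100% = 5 µM competing unlabeled TCR2 RNA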
# pPAFAH inh = pPAFAH enzyme inhibitors, primary screen, biochemical, fluorescence polarization, human; recombinant pPAFAH, FP-rhodamine probe fluorescence polarization; 330,000 compounds, 1.5% hits; AID 463082, 2010; inhibition, % at 3.39 µM; Platelet-activating factor acetylhydrolase (Homo sapiens), Q13093;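 active means inhibition above the mean inhibition across the screen plus 3 SD, cut at about 25% in these data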;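 further: inhibitors block binding of the rhodamine activity-based probe so polarization drops; 0% = enzyme with DMSO and 100% = wells lacking pPAFAH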
# Target sequence (Q13093 whole entry, looked up): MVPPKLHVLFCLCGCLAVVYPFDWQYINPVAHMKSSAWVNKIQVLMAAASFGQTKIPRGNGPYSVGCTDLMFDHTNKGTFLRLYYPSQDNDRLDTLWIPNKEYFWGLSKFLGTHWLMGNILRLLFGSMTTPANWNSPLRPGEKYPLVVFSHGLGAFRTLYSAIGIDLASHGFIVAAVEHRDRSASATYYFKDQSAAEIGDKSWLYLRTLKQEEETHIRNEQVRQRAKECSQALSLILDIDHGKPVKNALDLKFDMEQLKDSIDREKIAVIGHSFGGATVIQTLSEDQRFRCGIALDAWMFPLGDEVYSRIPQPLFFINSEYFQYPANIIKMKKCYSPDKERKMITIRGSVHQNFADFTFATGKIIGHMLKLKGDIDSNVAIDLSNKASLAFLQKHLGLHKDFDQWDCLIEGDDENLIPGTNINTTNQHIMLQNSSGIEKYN
# PME-1 primary = PME-1 inhibitors via competitive probe labeling, primary screen, biochemical, fluorescence polarization, FP-Rh probe, HTS; Protein phosphatase methylesterase 1 (Homo sapiens), Q9Y570; inhibition, % at 5.9 µM; 320,000 compounds, 0.53% hits; recombinant PME-1; AID 2130, 2009;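 active means inhibition above the campaign mean of all compounds plus 3 SD, cut at about 26% in these data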;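 further: competitive labeling of PME-1 active site by serine hydrolase directed probe; 0% = PME-1 with DMSO and 100% = wells lacking PME-1 enzyme; inhibitors block probe labeling so polarization falls and inhibition rises; many of its hits are not listed in these tables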
# GLD-1 RNA inh = GLD-1/TGE RNA complex disruptors, primary screen, biochemical, fluorescence polarization | Female germline-specific tumor suppressor gld-1 (Caenorhabditis elegans), Q17339 | purified GLD-1 + fluorescein TGE RNA | inhibition, % at 5.96 µM | 320,000 compounds, 0.44% hits | AID 2280, 2010;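 active means percent inhibition above a per-plate cutoff, the plate mean of test compounds plus 3 SD, cut at about 30% in these data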;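 further: 0% = DMSO wells with GLD-1 and probe and 100% = wells lacking GLD-1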
# Target sequence (Q17339 whole entry, looked up): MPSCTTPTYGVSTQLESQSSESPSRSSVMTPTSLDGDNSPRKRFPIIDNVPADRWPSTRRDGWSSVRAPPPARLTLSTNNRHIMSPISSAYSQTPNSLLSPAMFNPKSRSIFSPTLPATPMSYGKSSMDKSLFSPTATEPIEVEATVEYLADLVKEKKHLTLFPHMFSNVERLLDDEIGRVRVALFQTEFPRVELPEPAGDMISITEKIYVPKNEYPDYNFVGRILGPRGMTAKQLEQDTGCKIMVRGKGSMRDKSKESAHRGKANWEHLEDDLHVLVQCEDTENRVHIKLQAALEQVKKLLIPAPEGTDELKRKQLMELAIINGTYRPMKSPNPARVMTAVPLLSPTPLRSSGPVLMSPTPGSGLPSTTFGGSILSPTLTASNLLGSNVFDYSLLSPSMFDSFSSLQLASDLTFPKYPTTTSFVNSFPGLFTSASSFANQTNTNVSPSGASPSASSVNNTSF
# Fam108B counter = mouse Fam108B serine hydrolase inhibitors, primary screen, counter-screen for RBBP9 inhibitor project, biochemical, fluorescence polarization; recombinant Fam108B, FP-Rh probe fluorescence polarization; inhibition, % at 9.51 µM; 300,000 compounds, 0.33% hits;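 active means inhibition above the screen mean inhibition plus 3 SD, computed separately per campaign, cut at about 18% in these data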;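 further: inhibitors lower polarization as less probe binds the enzyme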
# AHR act = AHR activators, primary screen, cell-based, luminescence, luciferase reporter, human | Aryl hydrocarbon receptor (Homo sapiens), P35869 | AHR-responsive luciferase reporter cells | activation, % at 5 µM | 320,000 compounds, 2.5% hits | AID 2796, 2010; in the data active means activation above about 47%;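 further: 0% = vehicle wells and 100% = reference agonist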
# MCL1 BIM primary = inhibitors of MCL1 binding to BIM-BH3, primary screen, biochemical, fluorescence polarization; 320,000 compounds, 0.68% hits; GST-MCL1 / FITC-Bim-BH3 fluorescence polarization; Induced myeloid leukemia cell differentiation protein Mcl-1 (Homo sapiens), Q07820; inhibition, % at 10.9 µM;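 active means inhibition above the mean inhibition of all tested compounds plus 3 SD, set per campaign, cut at about 40% in these data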;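 further: 0% = DMSO wells and 100% = unlabeled Bim-BH3 peptide control; higher means more loss of mP so more displacement of Bim peptide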
# BCLXL inh = inhibitors of human Bcl-xL, primary screen, biochemical, fluorescence polarization, HTS | Bcl-2-like protein 1 (Homo sapiens), Q07817 | GST-Bcl-xL / FITC-Bim BH3 peptide fluorescence polarization | inhibition, % at 10.9 µM | 320,000 compounds, 0.7% hits | AID 2129, 2009;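 active means inhibition above the mean of all tested compounds plus 3 SD, cutoff set per campaign, cut at about 30% in these data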;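 further: 0% = DMSO wells and 100% = unlabeled Bim-BH3 peptide competitor; inhibitors lower millipolarization by displacing the labeled peptide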
# An asterisk follows results filed as active; ? = inconclusive; nt = no result given. These rows are one share of the data; rates above refer to the full screens.
SMILES,PAFAH1B2 FP inh,MEX-5 binding,pPAFAH inh,PME-1 primary,GLD-1 RNA inh,Fam108B counter,AHR act,MCL1 BIM primary,BCLXL inh
O=C(N/N=C/c1cc(Cl)cc(Cl)c1O)c1ccncc1,-1,-0.5,7,-6,67*,3,19,56*,72*
Cc1ccc2oc(=O)c(/C=C(\O)CC(C)C)nc2c1,1,?,8,-1,9,-3,23,0,2
CC1N/C(=C\C(=O)c2ccccc2)N(O)C1(C)C (configuration not stated),1,0.4,2,-2,-2,5,9,6,3
COc1ccccc1COc1ccc2c(C)c(CCC(=O)O)c(=O)oc2c1C,4,-0.8,6,-5,-4,-1,-1,-2,2
O=S(=O)(Nc1ccc(Cl)cn1)c1ccc(Cl)cc1,7,-0.1,-2,5,9,0,-3,-2,4
CC1=C/C(=C(\c2cc(C)c(O)c(Br)c2)c2ccccc2S(=O)(=O)O)C=C(Br)C1=O,-17,1.6,-4,-22,-1,-18,-3,-3,8
Cc1c(Cl)cnc(NC(=O)COC(=O)C2CCCC2)c1Cl,9,nt,18,nt,15,nt,6,nt,nt
CC(C)CNC(=O)c1ccc(C2SCC(=O)N2Cc2ccccc2)cc1 (configuration not stated),8,?,-2,-5,4,-1,-2,5,6
Cc1ccc(-c2cccc(CN3CCN(C4CCN(C(C)C)CC4)C(CCO)C3)c2)o1 (configuration not stated),-1,-1.0,0,-1,-4,-1,1,3,13
COc1ccc(-n2nc(C(=O)NCC(=O)N3CCC(C)CC3)c3ccccc3c2=O)c(OC)c1,1,0.6,2,-5,2,1,2,-4,-1
c1ccc(CC2CCN(c3nnnn3-c3ccccc3)CC2)cc1,4,-0.5,10,-3,4,-3,0,0,3
CN1CCN(C(=O)c2ccc3c(=O)n4c(nc3c2)CCCCC4)CC1,5,1.5,-1,-2,-2,1,2,-4,4
CCC(C)NC(=O)c1cn(-c2cccc(C)n2)cn1 (configuration not stated),2,-2.1,3,-7,13,-5,-7,-5,0
CCc1cccc(C)c1NC(=O)COC(=O)C(NS(=O)(=O)c1ccc(Cl)cc1)C(C)O (configuration not stated),2,-1.0,-4,0,1,1,-2,-8,4
O=C(C1=C[C@H](c2ccc(Br)cc2)C[C@H](OCCCCO)O1)N1CCN(Cc2ccccc2)CC1,4,7.8,3,2,2,2,3,11,8
Cc1ccc(C)c(NC(=O)C2COc3ccccc3O2)c1 (configuration not stated),3,0.6,-2,-3,-1,4,-1,1,5
O=C(NC1CCCCC1)C1CCN(c2ncccn2)CC1,5,1.1,3,3,5,-5,-1,-9,-3
NC(=O)c1ccc(NC(=O)CSc2nnc(-c3ccccn3)n2N)cc1,3,1.0,3,-5,11,-1,12,-4,3
CN(C)S(=O)(=O)c1cccc(-c2nn(-c3ccccc3)cc2/C=C2\SC(=S)N(CC(=O)O)C2=O)c1,3,-15,38*,0,-5,-4,5,19,14
Cc1ccc(NC(=O)COS(=O)c2ccc(C)cc2)cc1 (configuration not stated),1,-1.9,-3,3,1,5,0,-2,4
O=S(=O)(Nc1ccc(Cl)cn1)c1cnc(Cl)c(Br)c1,1,0.7,0,-1,1,3,12,2,4
Cn1c(/C=C/N(Cc2ccccc2)c2ccccc2)c([N+](=O)[O-])c(=O)n(C)c1=O,4,-0.8,5,-1,7,0,2,8,8
COc1cccc2cc(C(=O)N3CCc4ccccc43)c(=O)oc12,1,1.4,1,6,-2,4,-3,0,6
COc1ccc(C2C(C(N)=O)=C(C)Nc3nc(-c4ccccc4)nn32)cc1OC (configuration not stated),2,1.0,-1,-4,-1,-1,2,4,1
COc1cc(CNC2CCCC2)c(Br)cc1OCc1ccccc1,4,-0.1,1,6,4,2,3,-2,5
COC(=O)c1c(-c2ccc(C)cc2)csc1NC(=O)C1CC=CCC1C(=O)O (configuration not stated),2,1.0,-1,-4,0,0,0,10,5
N#Cc1c(SCC(=O)N2CCOCC2)nsc1SCC(=O)N1CCOCC1,5,-0.2,-5,-6,50*,3,5,76*,66*
O=C(Nc1cccc(C(F)(F)F)c1)C1CCN(S(=O)(=O)c2cccnc2)CC1,4,-0.7,-3,-2,8,-1,3,-3,4
CCOC(=O)c1cn(Cc2ccc(C)cc2)nn1,0,0.1,2,5,-6,2,-2,0,1
CCCCOc1ccc(-c2n[nH]c(=S)n2Cc2ccccc2)cc1,5,1.3,4,1,4,1,1,-10,-5
O=C(NC(=S)Nc1ccc(NC(=O)c2ccco2)cc1)c1ccccc1,2,0.0,4,-2,-1,-1,5,8,6
COCCCNS(=O)(=O)c1cccc(S(=O)(=O)c2cccc(S(=O)(=O)NCCCOC)c2)c1,0,-0.1,14,9,2,-4,1,-2,-1
Cc1ccccc1N1CCN(C(=S)c2ccc([N+](=O)[O-])cc2)CC1,8,-1.6,1,-9,4,2,-2,12,5
O=C(CNS(=O)(=O)c1ccccc1)N1CCN(C(=O)c2ccco2)CC1,4,-1.8,3,3,4,2,-1,3,3
CC(Sc1nnnn1C)C(=O)Nc1ccccc1-c1ccccc1 (configuration not stated),-2,-2.5,0,0,-2,-1,-2,1,2
COc1ccc(CNCc2ccccc2[N+](=O)[O-])cc1OC,7,-2.4,-1,2,-4,-4,2,0,-1
CN(C)CC/C=C1\c2cc(Cl)ccc2Sc2cc(F)c(F)cc21,1,1.1,-2,7,2,-3,-3,-5,-3
CCOc1ccc(N(CC(=O)NC2CCCC2)C(=O)CCC(=O)Nc2nccs2)cc1,0,-0.6,3,6,-5,-3,5,-6,0
COc1ccc2c(c1)c1nc(SCC(C)C)n(CCO)c(=O)c1n2C,2,-3.2,-2,1,-7,6,23,5,3
COC(=O)c1cn(C(=O)c2ccccc2)c2ccccc12,-3,2.5,-4,0,-3,3,-4,-6,0
Cc1cc2cc(CNC(=O)c3ccc(S(=O)(=O)N4CCCC4)cc3)ccc2n1C,10,0.6,4,1,22,-1,0,4,8
c1ccc(CCn2nnnc2C(c2cccs2)N2CCOCC2)cc1 (configuration not stated),9,-1.6,0,-5,6,3,1,5,7
Cc1ccc(N=C2NC(=O)CS2)cc1,5,0.1,4,-1,-1,2,2,3,1
Cc1cccc(C)c1NC(=O)C1c2cccc[n+]2CC(=O)N1Cc1ccc2c(c1)OCO2 (configuration not stated),-2,-2.6,-1,3,6,-2,5,-3,1
O=S(=O)(Nc1cccnc1)c1ccc(Br)c2ccccc12,26*,-6.3,11,5,4,-3,2,9,8
CC(C)COP(=O)(c1ccc(N(C)C)cc1)C(O)c1ccccc1F (configuration not stated),3,2.0,3,4,-3,2,0,7,9
Cc1ccc(C)c(C2=CSC3=NS(=O)(=O)CCN23)c1,-3,3.7,-1,-4,0,2,2,4,5
Cc1nc2sc(C(c3ccccc3)N3CCN(C)CC3)c(O)n2n1 (configuration not stated),3,-1.3,-3,2,-1,0,2,3,-1
COc1ccc(Cl)cc1C(=O)N1CCN(c2ccccn2)CC1,1,-1.1,5,0,6,0,2,-1,1
Oc1ccc(C[C@H]2CNCCN2CC2(c3ccccc3)CC2)cc1,-1,0.0,-3,3,1,11,3,2,1
COc1cccc(NC(=O)COC(=O)c2ccccc2SCC(=O)N2CCCC2)c1,-1,-1.4,3,-2,1,0,5,5,2
Cc1cc(OCCOc2cccc3cccnc23)cc(C)c1Cl,-5,1.2,4,-6,-3,-2,3,-5,-2
Cc1ccc(CNC(=O)C2CC3Cn4c(nc5cc6ccccc6cc54)C3N2C)o1 (configuration not stated),-1,-2.1,1,-2,3,1,2,2,7
CC1Cc2ccccc2N1C(=O)C1CC(=O)N(c2ccccc2)C1 (configuration not stated),5,0.0,-2,5,7,2,-1,6,10
CCCNC(=O)c1ccc2c(c1)CCN2S(C)(=O)=O,2,-0.6,0,-2,1,0,2,2,0
O=C(c1cc2cc(Br)ccc2oc1=O)N1CCCC1,4,-0.7,0,3,7,-1,1,-2,1
Cc1cccn2c(CN3CCCN(C=O)CC3)c(C(=O)N(C)CCc3ccccc3)nc12,1,-4.8,2,1,1,1,10,11,5
COc1cccc(NC(=O)c2cn(C)c(=O)c3cc(OC)c(OC)cc23)c1,2,0.5,-3,1,7,-1,24,4,3
CCOC(=O)c1c(C=O)c2ccccc2n1CC,12,0.4,-2,3,-5,-2,0,-5,-1
COc1ccc2c3c(cccc13)OCC2=O,8,-2.9,13,-2,16,-1,5,30,31*
# (more compounds)
SMILES,PAFAH1B2 FP inh,MEX-5 binding,pPAFAH inh,PME-1 primary,GLD-1 RNA inh,Fam108B counter,AHR act,MCL1 BIM primary,BCLXL inh
Cc1cc(C)cc(-n2cc(C(=O)O)c(=O)cc2C)c1,2,-2.8,-1,-2,1,1,-2,-2,-3
Cc1cc(C)n(-c2nc3c(c(=O)[nH]c(=O)n3C)n2C(C)C)n1,-1,-0.5,-1,-2,1,2,1,0,-2
Cc1nn(C(=O)c2c([N+](=O)[O-])cnn2C)c(C)c1Cl,4,-2.6,-7,-3,1,-3,4,1,3
Clc1ccc(Nc2c3c(nc4ncnn24)CCC3)cc1,7,-1.9,6,1,-10,-2,8,-3,5
CCCC(=O)Nc1nc(C)c(-c2csc(Nc3ccccc3OC)n2)s1,3,3.2,22,11,-1,4,79*,-10,-10
CCOC(=O)C1=C(C)N=c2s/c(=C\c3ccc(OCC(=O)O)cc3)c(=O)n2C1c1ccccc1OC (configuration not stated),-3,4.4,3,-7,-7,-5,1,9,7
Cc1ccc2c(c1)nnn2C1CCN(C(=O)C23CC4CC(CC(C4)C2)C3)CC1,-1,2.0,0,2,-2,0,3,8,8
CC(C)C(=O)NN(C(=O)C(C)C)c1nc2ccccc2s1,2,nt,-1,-4,4,-2,14,-3,-4
CN(CC(=O)Nc1ccc(Cl)cc1)c1ccc(S(=O)(=O)N2CCCCC2)cc1[N+](=O)[O-],2,0.1,0,-23,3,-10,-2,3,1
N/C(=N\S(=O)(=O)c1cccs1)c1ccccc1,3,0.1,6,0,5,-6,5,-3,2
O=C1CSC(=S)N1N=C1CCCCCC1,-3,nt,11,-4,1,0,4,12,11
COC(=O)C1CC(Cl)CN1c1ncc(C(F)(F)F)cc1Cl (configuration not stated),-1,0.4,4,1,2,6,0,2,7
Cn1c(=O)n(CCc2ccccc2)c2ccccc21,4,5.1,8,-7,5,2,125*,5,2
COCc1ccc([C@@H]2C[C@H]3CN(Cc4cccc(Cl)c4)C(=O)[C@]34CCCN24)o1,6,1.1,3,-3,2,-2,-1,-3,2
CN1CCN(/C=N/c2c(C#N)cnn2-c2ccccc2)CC1,-3,nt,0,-6,2,0,22,-3,4
COc1cc(NC(=S)N2CCN(c3ccccn3)CC2)cc(OC)c1,6,-0.7,-3,-2,-6,-1,2,-2,0
